ALOX12 inh: ALOX12 (human) lipoxygenase inhibition; P18054; purified 12hLO, xylenol orange hydroperoxide absorbance; Potency, µM (highest dose often 108 µM), for inactives: at the highest dose activity change, negative = inhibition, hits mostly inhibitors; actives 1.1% (n = 580,000); AID 1671190; active = well fitted inhibition curve with a large enough effect; inconclusive = small, poorly fitted or top-dose-only effect, or another doubt; inactive = no such curve, though single readings can be large or run the other way
Target sequence (P18054 whole entry, looked up): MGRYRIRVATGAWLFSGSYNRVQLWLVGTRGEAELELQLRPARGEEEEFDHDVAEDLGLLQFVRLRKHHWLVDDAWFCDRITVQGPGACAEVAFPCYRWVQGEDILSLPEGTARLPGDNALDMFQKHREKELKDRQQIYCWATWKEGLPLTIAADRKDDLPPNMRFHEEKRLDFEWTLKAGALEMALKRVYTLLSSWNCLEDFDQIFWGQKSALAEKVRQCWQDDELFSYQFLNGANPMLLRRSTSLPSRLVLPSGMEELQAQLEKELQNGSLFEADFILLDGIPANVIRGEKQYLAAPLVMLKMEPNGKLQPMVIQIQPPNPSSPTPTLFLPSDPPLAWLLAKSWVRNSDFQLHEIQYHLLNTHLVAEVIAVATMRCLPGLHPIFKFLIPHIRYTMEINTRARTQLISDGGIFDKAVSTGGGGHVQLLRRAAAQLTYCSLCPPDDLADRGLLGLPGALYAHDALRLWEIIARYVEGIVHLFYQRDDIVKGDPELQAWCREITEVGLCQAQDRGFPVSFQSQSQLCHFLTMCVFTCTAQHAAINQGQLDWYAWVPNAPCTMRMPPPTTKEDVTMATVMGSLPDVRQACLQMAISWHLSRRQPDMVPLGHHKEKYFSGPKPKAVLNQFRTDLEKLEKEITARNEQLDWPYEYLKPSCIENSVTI
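Purified human 12hLO at 150 nM in 25 mM Hepes, 0.01% Triton X-100, pH 7.0, preincubated 15 min at room temperature with compound. Reaction started with 40 uM arachidonic acid, 30 min at room temperature. Hydroperoxide measured by Fe-xylenol orange, 573/405 nm absorbance ratio.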
* marks the source's active call; other numbers are inactive results; & = joins results of further samples; [ ] = dose if it differs, or a comment. % is scaled to controls: 0 for no effect and ±100 for the full control effect; potency is read from the fitted curve at half-maximal effect.

`Cc1nnc(-c2cc(-c3ccccc3)ccn2)n1CCc1ccccc1` gave ALOX12 inh 48.8%[activator][176 µM].
Screening Cc1cc(C)cc(NC(=O)N2c3ccccc3CC2c2noc(C3CCOCC3)n2)c1 (stereo not drawn) returned ALOX12 inh 44.9%[activator].
CCCCN(C(=O)CN1CCN(c2ccccc2)CC1)c1c(N)n(CC(C)C)c(=O)[nH]c1=O was read as ALOX12 inh -9.6%.
COc1ccc(Nc2nc(N)c(C(=O)c3cc(C)c(C)cc3C)s2)cc1 was read as ALOX12 inh inconclusive.
CNc1c(NC(=O)Cc2cccs2)c(=O)oc2ccccc12 was read as ALOX12 inh 1.0%.
Screening Cc1nc(NCc2ccccc2)sc1C(=O)NC1CC1 returned ALOX12 inh -14.4%.
O=C(Nc1ccc2oc(=O)ccc2c1)c1cccc2c(Cl)cccc12 was read as ALOX12 inh -2.8%.
`COc1ccc(-c2nn(-c3ccc(F)cc3)c(OC(C)=O)c2-c2ccc(NC(C)=O)cc2)cc1OC` gave ALOX12 inh 11.2µM*.
CC(=O)N1CCC(NC(=O)c2nc(-c3ccccc3)cc3[nH]ccc23)CC1 was read as ALOX12 inh -21.0%[176 µM].
For O=C(c1ccccn1)N1CCC2(CC1)CC(Cc1nc(-c3cnccn3)no1)CCO2 (stereo not drawn) the results were ALOX12 inh 43.7%[activator].
CC(C)CNC(=O)COC(=O)c1cc(=O)c2cc(Cl)ccc2o1 was read as ALOX12 inh -25.0%.
For COc1ccc(-c2cnc([C@@H]3COCCN3Cc3csnn3)[nH]2)cc1 the results were ALOX12 inh 9.9%[176 µM].
Screening COCCN1C(=O)c2ccccc2C(C(=O)Nc2ccc(C(N)=O)cc2)C12CCCCC2 (stereo not drawn) returned ALOX12 inh 4.0%.
CC1=NS(=O)(=O)N(Cc2ccccc2F)C=C1C(=O)O was read as ALOX12 inh 9.7%.
Screening O=S(=O)(c1cc(F)ccc1F)N1CCN(C23CC4CC(CC(C4)C2)C3)CC1 returned ALOX12 inh 2.4%.

Among those listed so far, 2 contain a Cl atom:
O=C(Nc1ccc2oc(=O)ccc2c1)c1cccc2c(Cl)cccc12 was read as ALOX12 inh -2.8%.
CC(C)CNC(=O)COC(=O)c1cc(=O)c2cc(Cl)ccc2o1 was read as ALOX12 inh -25.0%.

Additional structures:
`C=CCN(Cc1ccccc1)C(=O)Nc1ccc(C(=O)NCC)cc1` gave ALOX12 inh -9.7%.
CCc1cccc(NC(=O)N2CCC(n3cnnc3C3CC3)C2)c1 (stereo not drawn) was read as ALOX12 inh 0.8%.
Screening CCCNC(=O)c1cc(C)c(CC)s1 returned ALOX12 inh -2.5%.
Screening COc1ccccc1OC(=O)COc1ccc(C)cc1Br returned ALOX12 inh inconclusive.
Screening COc1ccc(CN2CCC3(CC2)CNc2ccccc2[S+](=O)([O-])N3)cc1 returned ALOX12 inh inconclusive.
For CN1c2cc(C(=O)NCc3ccc(Cl)cc3)ccc2C(=O)N2CCCCC21 (stereo not drawn) the results were ALOX12 inh inconclusive.
COc1cccc(C(=O)NC2CCN(c3cc(C(F)(F)F)nc(C)n3)CC2)c1OC was read as ALOX12 inh inconclusive.
Screening CCc1cccc(C)c1NC(=O)c1ccc(S(=O)(=O)N(C)c2ccccc2OC)cc1 returned ALOX12 inh -1.2%.
COc1ccccc1C(=O)N1CCc2[nH]nc(C(=O)NCCCc3ccccc3)c2C1 was read as ALOX12 inh 31.3%[activator].
Screening Cc1cc(C)cc(NCc2ccccc2CO)c1 returned ALOX12 inh inconclusive.
`O=C(Cc1ccccc1Cl)N1CCC[C@H]1c1nc(-c2ccccc2)no1` gave ALOX12 inh 13.7%.
For C=CCN(CC=C)Cc1c(C)[nH]c2ccc(CC)cc2c1=O the results were ALOX12 inh 33.6%.
`CN(CCOc1ccc(Br)cc1)c1ccc(S(=O)(=O)N2CCOCC2)cn1` gave ALOX12 inh 1.8%.
COc1cc(C2CC(=O)Nc3nc(-c4ccccc4)[nH]c(=O)c32)ccc1OCc1cccc(Cl)c1 (stereo not drawn) was read as ALOX12 inh 19.0%.
O=C1CC(c2ccccc2)N(C(=O)c2ccsc2)CCCCCN1 (stereo not drawn) was read as ALOX12 inh 29.6%.
Cc1ncc2c(c1CNS(=O)(=O)N(C)C)CCN(C(=O)c1cccc(N3CCCC3=O)c1)C2 was read as ALOX12 inh 16.2%.
Screening Nc1cnc(-c2cccnc2)nc1 returned ALOX12 inh 29.7%.
CCN(CCC(F)(F)F)C(=O)NCc1cccc2cccnc12 was read as ALOX12 inh -27.2%.
Screening COCC(=O)N1CCCC(C(=O)NCCNc2ncccc2C)C1 (stereo not drawn) returned ALOX12 inh 4.6%.
COc1ccc(-c2ccc3c(c2)C(=O)N2CC[C@H](NC(=O)CSC)C[C@H]2C(=O)N3)cc1 was read as ALOX12 inh 14.6%[176 µM].
For CC(C)NC(=O)c1ccc(Cl)cc1-n1cnnn1 the results were ALOX12 inh 32.7%[activator].
Screening COCCN1CCNc2nc(COc3cccc(C(F)(F)F)c3)n(Cc3ccccc3)c2C1=O returned ALOX12 inh 50.8%[activator].
Cc1nc2sc(C(=O)OCC(=O)Nc3ccc(C(C)C)cc3)c(C)c2c(=O)[nH]1 was read as ALOX12 inh -6.9%.
`CCOC(=O)c1cccc(NC(=O)c2ccc3c(c2)N(CC)C2CCCCN2C3=O)c1` (stereo not drawn) gave ALOX12 inh -17.4%.
`CC(=O)COc1ccc2c(C(F)(F)F)cc(=O)oc2c1` gave ALOX12 inh inconclusive.
For O=C(O)CCC(NC(=O)Cc1ccc2ccccc2c1)C(=O)O (stereo not drawn) the results were ALOX12 inh inconclusive.
COCC[C@]1(O)CCN(C(=O)CN2C(=O)CNC2=O)C[C@H]1C was read as ALOX12 inh 80.7%[activator].
CC(C)CC(=O)N1CCCC(Cc2nncn2C(C)C)C1 (stereo not drawn) was read as ALOX12 inh 42.6%[activator].
`COc1ccc(S(=O)(=O)N2CCCC(Cc3nncn3C)C2)cc1` (stereo not drawn) gave ALOX12 inh 35.4%.
Screening Cc1nn(-c2cccc(Br)c2)c(C)c1[C@@H]1C=C[C@@H](NC(=O)c2cccs2)C1 returned ALOX12 inh 47.8%[activator].

Structural class: the entries above with a thiophene ring, fused or not.
CNc1c(NC(=O)Cc2cccs2)c(=O)oc2ccccc12 was read as ALOX12 inh 1.0%.
Screening CCCNC(=O)c1cc(C)c(CC)s1 returned ALOX12 inh -2.5%.
O=C1CC(c2ccccc2)N(C(=O)c2ccsc2)CCCCCN1 (stereo not drawn) was read as ALOX12 inh 29.6%.
Cc1nc2sc(C(=O)OCC(=O)Nc3ccc(C(C)C)cc3)c(C)c2c(=O)[nH]1 was read as ALOX12 inh -6.9%.
Screening Cc1nn(-c2cccc(Br)c2)c(C)c1[C@@H]1C=C[C@@H](NC(=O)c2cccs2)C1 returned ALOX12 inh 47.8%[activator].

Remaining list, next part
For COc1ccc2nc(SC3CC(=O)N(c4ccc(C)c(C)c4)C3=O)nc(C)c2c1 (stereo not drawn) the results were ALOX12 inh -7.1%.
Screening O=C1CC(c2ccccc2)N(C(=O)CNC(=O)c2n[nH]c3ccccc23)CCCCCN1 (stereo not drawn) returned ALOX12 inh 61.1%[activator].
Screening C#CCNC(=O)C[C@@H]1c2nc(NC(=O)c3ccc(C(C)(C)C)cc3)sc2C[C@@H]2[C@](C)(CO)[C@H](O)CC[C@]21C returned ALOX12 inh -24.5%.
For CCCN1CCC2(CCN(C(=O)Nc3ccccc3)CC2)Oc2ccccc21 the results were ALOX12 inh inconclusive.
COc1cccc(-c2cc(C(=O)N3CCC4(CC3)[C@H](O)C[C@@H]4OC)[nH]n2)c1 was read as ALOX12 inh -8.4%.
Screening CNC(=O)[C@@H]1CN(S(=O)(=O)c2ccc(F)c(C)c2)C[C@H]1C1CCN(C)CC1 returned ALOX12 inh 30.9%.
`C#CCNC(=O)C1CCc2nnc(-c3ccccc3OC)n21` (stereo not drawn) gave ALOX12 inh inconclusive.
`COc1ccc(-c2cnc(Nc3cccc(N[S+](C)(=O)[O-])c3)c3c2CCO3)cn1` gave ALOX12 inh -6.7%[176 µM].
`CC(=O)N1CCN(c2ccc(OCc3nn(C)c(C)c3-c3cccc4c(CCCOc5cccc6ccccc56)c(C(=O)O)n(Cc5cccnc5)c34)cc2)CC1` gave ALOX12 inh inconclusive.
`O=[S+]1([O-])NCC2(CCCN(Cc3c(F)cccc3F)C2)Oc2ncccc21` (stereo not drawn) gave ALOX12 inh 3.6%[6.33 µM].
`CC(=O)CC(=O)N(CCC[N+](C)(C)C)CCC[N+](C)(C)C` gave ALOX12 inh inconclusive.
Screening O=C(Cn1nc2n(c1=O)CCCC2)Nc1ccc2c(c1)OCCO2 returned ALOX12 inh 56.0%[activator].
COc1ccccc1CN1CCC2(CC1)CCN(C(=O)c1cc(C(F)(F)F)cc(C(F)(F)F)c1)CC2 was read as ALOX12 inh 8.5%[57.4 µM].
COc1ccccc1-c1cn2c(n1)CO[C@@H](CNC(=O)c1cccnc1)C2 was read as ALOX12 inh 27.6%[176 µM].
Screening O=C(O)c1cc2ccc3cccnc3c2[nH]1 returned ALOX12 inh -20.4%.

The closing three compounds of the section before open the next one.
COc1ccccc1CN1CCC2(CC1)CCN(C(=O)c1cc(C(F)(F)F)cc(C(F)(F)F)c1)CC2 was read as ALOX12 inh 8.5%[57.4 µM].
COc1ccccc1-c1cn2c(n1)CO[C@@H](CNC(=O)c1cccnc1)C2 was read as ALOX12 inh 27.6%[176 µM].
Screening O=C(O)c1cc2ccc3cccnc3c2[nH]1 returned ALOX12 inh -20.4%.
For C/C(=C\C=C\c1ccco1)C(=O)c1ccc(Br)cc1 the results were ALOX12 inh 2µM*.
`CC(=O)N[C@@H]1CN(S(=O)(=O)c2sccc2C)C[C@H]1c1ccc(C)o1` gave ALOX12 inh 93.3%[activator].
Screening CSCC(=O)N[C@H]1CCN2C(=O)c3ccc(Cl)cc3NC(=O)[C@@H]2C1 returned ALOX12 inh -1.1%[176 µM].
`CCOC(=O)C1=C(CN2CCN(Cc3ccccc3)CC2)NC(=O)NC1c1ccccc1` (stereo not drawn) gave ALOX12 inh inconclusive.
For N#Cc1cccc(CN2CCC3(CC2)COCCN3C(=O)OCc2ccccc2)c1 the results were ALOX12 inh -17.3%[176 µM].
For CC1CCC(N(C)C(=O)c2cc3ccccc3oc2=O)CC1 (stereo not drawn) the results were ALOX12 inh 8.1%.
COc1ccc(CNCc2sccc2C)cc1 was read as ALOX12 inh -12.7%.
Screening O=C1NC(C(=O)O)Cn2cccc21 (stereo not drawn) returned ALOX12 inh 52.6%[activator].
Screening CC1CCC2(CC1)OCC(C(=O)NCc1ccco1)N2C(=O)c1ccccc1F (stereo not drawn) returned ALOX12 inh 9.4%.
COc1ccc(NC(=O)CSc2nnc(-n3nc(C)cc3C)n2N)cc1Cl was read as ALOX12 inh inconclusive.
For Cn1cc(CN2CCCC2c2ccccn2)c(-c2ccc(Oc3ccccc3)cc2)n1 (stereo not drawn) the results were ALOX12 inh 18.6%.
`COc1ccc(C(=O)N2CCn3c(nn(-c4ccc(C)cc4)c3=O)C2)cc1` gave ALOX12 inh 17.6%.
Screening O=C(CCc1nc(-c2cccnn2)no1)NC1CCCCCCC1 returned ALOX12 inh 29.8%.
For Cc1cc(C(=O)CSc2nc3ccccc3o2)c(C)n1CC(F)(F)F the results were ALOX12 inh -4.2%.
Screening O=C(NCCc1ccccn1)C1CCC(=O)N(C2CCCCCC2)C1 (stereo not drawn) returned ALOX12 inh 17.5%.
Screening COc1cccc(-c2cc3c(=O)n(CCNC(=O)c4cccc5[nH]ccc45)ccn3n2)c1 returned ALOX12 inh 13.7%.
`Cc1cc(C)c(S(=O)(=O)NCCc2sc(-c3cccc(F)c3)nc2C)c(C)c1` gave ALOX12 inh inconclusive.
For CCCNC(=O)c1c(C)oc2ccn(Cc3ccc(F)cc3)c(=O)c12 the results were ALOX12 inh -27.5%.
COc1ccc(C2Cn3cnc(C(=O)N4CCC(C(=O)Nc5ccc(C)c(F)c5)CC4)c3CO2)cc1 (stereo not drawn) was read as ALOX12 inh 23.5%.
`c1cc2nc(C3CCCCN3)[nH]c2cn1` (stereo not drawn) gave ALOX12 inh 83.7%&49.8%[activator][176 µM].
`COc1ccc(N2CCN(C3CCCN(CC(N)=O)C3)CC2)cc1` (stereo not drawn) gave ALOX12 inh inconclusive.
Screening O=C(O)c1cccnc1OC1CCNCC1 returned ALOX12 inh 11.7%.
Screening O=C1NC(=NC2CCCCC2)C2(CCN(CC3CC3)CC2)N1c1cc(F)cc(F)c1 returned ALOX12 inh 7.4%[6.33 µM].
Screening O=S(=O)(c1ccc(F)c(Cl)c1)N1CCC(n2cnnc2C2CC2)CC1 returned ALOX12 inh 20.1%.
Screening CN1CCN(c2ncc3nc(-c4cc(F)cc(F)c4)c(=O)n(C)c3n2)CC1 returned ALOX12 inh 0.0%.
Screening COc1ccc(C(=O)COC(=O)c2ccc3c(c2)OCCO3)cc1 returned ALOX12 inh -3.8%.
For COc1ccc(Cl)cc1C(=O)N1CCN(Cc2cc(=O)n3ccsc3n2)CC1 the results were ALOX12 inh 8.9%.
COc1ccccc1COCC(O)Cn1nc(-c2ccccc2)c2ccccc2c1=O (stereo not drawn) was read as ALOX12 inh -23.2%.
`O=C(N[C@H]1CO[C@H]2[C@@H]1OC[C@@H]2Nc1nccc(-c2cccc(F)c2)n1)C1CC1` gave ALOX12 inh -1.2%[176 µM].
Screening Cc1ccc2oc(=O)cc(-c3cc4ccccc4o3)c2c1 returned ALOX12 inh 16.0%.
COCc1nc(C2CCN(C(=O)C3CCCC3)C2)no1 (stereo not drawn) was read as ALOX12 inh 33.6%[activator].
Screening C#CCN(C)C(=O)[C@@H](C)C1CC[C@@]2(C)Cc3sc(NC)nc3[C@@H](C)[C@@H]2[C@H]1O (stereo partly drawn) returned ALOX12 inh inconclusive.
`COC(=O)/C(=C1/Oc2c(C)cc(C)cc2S1)C(F)(F)F` gave ALOX12 inh inconclusive.

Bioassay records (PubChem BioAssay)

Only part of the results is shown (hit frequency here may not be typical).
